From PubChem BioAssay
GRK2 aptamer HTS: human GRK2 inhibition via aptamer displacement; P25098; bead flow cytometry, FAM-aptamer displacement from GRK2; inhibition of aptamer binding, % at 10 µM; 0.59% of 330,000 active;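 active means inhibition of aptamer binding above 40%, roughly 3 SD of noise, on plates passing a quality check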;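 further: median bead fluorescence of bound FAM aptamer so fluorescent compounds give negative values; no value below 0 was filed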
Target sequence (P25098 whole entry, looked up): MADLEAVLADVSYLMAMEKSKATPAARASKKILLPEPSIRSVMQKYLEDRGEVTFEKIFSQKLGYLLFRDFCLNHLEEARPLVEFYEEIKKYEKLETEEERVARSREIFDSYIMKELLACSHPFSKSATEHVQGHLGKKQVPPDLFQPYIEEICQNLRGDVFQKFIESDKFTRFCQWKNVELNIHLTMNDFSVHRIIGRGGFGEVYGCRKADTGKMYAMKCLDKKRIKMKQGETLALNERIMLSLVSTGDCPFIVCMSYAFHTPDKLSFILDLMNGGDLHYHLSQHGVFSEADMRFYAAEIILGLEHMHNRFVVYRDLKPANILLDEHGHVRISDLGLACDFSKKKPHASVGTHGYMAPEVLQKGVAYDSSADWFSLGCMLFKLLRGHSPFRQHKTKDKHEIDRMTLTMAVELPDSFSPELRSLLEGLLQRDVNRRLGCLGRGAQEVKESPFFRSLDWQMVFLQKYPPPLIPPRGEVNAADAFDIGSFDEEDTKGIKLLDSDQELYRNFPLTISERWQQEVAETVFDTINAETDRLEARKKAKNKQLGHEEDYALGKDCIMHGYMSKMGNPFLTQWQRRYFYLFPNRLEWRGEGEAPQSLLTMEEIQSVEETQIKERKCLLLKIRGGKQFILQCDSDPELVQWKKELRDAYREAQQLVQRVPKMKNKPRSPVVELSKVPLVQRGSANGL
LAP4-GFP MLPCN: yeast TOR pathway LAP4-GFP modulation; S. cerevisiae LAP4-GFP multiplex, flow cytometry GFP, 3 h; median GFP as percent of DMSO wells; GFP response vs DMSO, % at 10 µM; 0.34% of 320,000 active; AID 2023;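 active means GFP response vs DMSO above a set limit, about the screen mean plus 3 SD, cut at about 150% in these data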
VLA-4 inh: inhibition in a human VLA-4 binding assay | AID 2557 | 0.2% of 330,000 active | VLA-4 expressing cells, ligand binding flow cytometry | inhibition, % (about 7 µM as worked out from the volumes in the protocol); in the data active means inhibition above about 50%
AGP1 TOR yeast: modulators of TOR pathway AGP1-GFP in S. cerevisiae | S. cerevisiae AGP1-GFP multiplex flow cytometry, 3 h; GFP as percent of DMSO wells | GFP response vs DMSO, % at 10 µM | 0.02% of 320,000 active | AID 2066;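 active means GFP response relative to DMSO above a set limit, near screen average plus 3 SD, cut at about 150% in these data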;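 further: median GFP channel fluorescence of the gated AGP1 strain per well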
MEP2 TOR yeast: modulators of TOR pathway MEP2-GFP in S. cerevisiae. S. cerevisiae MEP2-GFP strain, flow cytometry GFP, 3 h; 100% = DMSO control level. GFP response vs DMSO, % at 10 µM. 0.51% of 330,000 active. AID 2016;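 active means GFP response versus DMSO above a set limit, roughly screen mean plus 3 SD, cut at about 180% in these data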;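 further: median GFP fluorescence of the barcode-gated MEP2-GFP cells per well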
CR mimetic SO: yeast age-related superoxide inhibition as caloric restriction mimetic; S. cerevisiae aged cells, superoxide DHE fluorescence; hits give low values; superoxide response (% of plate mean), % at 10 µM; 0.18% of 330,000 active; AID 2690;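 active means superoxide response under a set limit, about three screen SD below normal, cut at about 65% in these data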;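 further: yeast aged for seven days with compound at 30 °C before DHE staining; 100% = average MFI of all compound-treated wells on the plate with controls excluded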
CIT2-GFP yeast: alters CIT2-GFP fluorescence in TOR pathway yeast screen; S. cerevisiae CIT2-GFP strain, flow cytometry, 3 h; 100 means same as DMSO wells; GFP response vs DMSO, % at 10 µM; 0.065% of 320,000 active; AID 2029;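 active means GFP response relative to DMSO above a set limit, near the screen mean plus 3 SD, cut at about 150% in these data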;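 further: ratio of well median GFP fluorescence to mean of DMSO wells on the plate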
RPL19A-GFP yeast: alters RPL19A-GFP fluorescence in TOR pathway yeast screen | S. cerevisiae RPL19A-GFP strain, flow cytometry, 3 h; hits give low values | percent response vs DMSO, % at 10 µM | 0.3% of 330,000 active | AID 2025;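 active means percent response vs DMSO below 50%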;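 further: median channel GFP fluorescence of the barcoded RPL19A-GFP strain; ratio of sample median GFP to plate DMSO average so 100% = DMSO; lower means less RPL19A-GFP as with rapamycin TOR inhibition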
Numbers without * were called inactive.

CCC1(C)CC(CCN(Cc2ccco2)C(C)=O)(c2ccccc2)CCO1 (stereo not drawn) was read as GRK2 aptamer HTS 0, LAP4-GFP MLPCN 99, VLA-4 inh 7, AGP1 TOR yeast 99, MEP2 TOR yeast 93, CR mimetic SO 90, CIT2-GFP yeast 99 and RPL19A-GFP yeast 101.
For COc1cc(SC)ccc1C(=O)Nc1ncc(Cl)cc1Cl the results were GRK2 aptamer HTS 0, LAP4-GFP MLPCN 104, VLA-4 inh 55*, AGP1 TOR yeast 95, MEP2 TOR yeast 94, CR mimetic SO 106, CIT2-GFP yeast 88 and RPL19A-GFP yeast 99.
C[C@H]1C(=O)N(C)CCN1C(=O)c1cccc(OC2CCN(CC(C)(C)C)CC2)c1 was read as GRK2 aptamer HTS 2, LAP4-GFP MLPCN 97, VLA-4 inh 2, AGP1 TOR yeast 100, MEP2 TOR yeast 104, CR mimetic SO 104, CIT2-GFP yeast 96 and RPL19A-GFP yeast 97.
Screening CC1CCc2c(sc3nc(CSc4ncn[nH]4)[nH]c(=O)c23)C1 (stereo not drawn) returned GRK2 aptamer HTS 0, LAP4-GFP MLPCN 90, VLA-4 inh -8, AGP1 TOR yeast 98, MEP2 TOR yeast 103, CR mimetic SO 110, CIT2-GFP yeast 101 and RPL19A-GFP yeast 101.
Screening CCN(CC)S(=O)(=O)c1ccc(S(=O)(=O)N(CC(=O)Nc2ccccc2)CC2CCCO2)cc1 (stereo not drawn) returned GRK2 aptamer HTS 0, LAP4-GFP MLPCN 105, VLA-4 inh 8, AGP1 TOR yeast 108, MEP2 TOR yeast 103, CR mimetic SO 70, CIT2-GFP yeast 104 and RPL19A-GFP yeast 104.
COc1ccc(CN(C)C(=O)CNC(=O)c2cccs2)c(OC)c1 was read as GRK2 aptamer HTS 2, LAP4-GFP MLPCN 108, VLA-4 inh 0, AGP1 TOR yeast 110, MEP2 TOR yeast 103, CR mimetic SO 91, CIT2-GFP yeast 95 and RPL19A-GFP yeast 108.
COc1cc(/C=N\NC(=O)OC(C)(C)C)ccc1OC(=O)c1ccco1 was read as GRK2 aptamer HTS 4, LAP4-GFP MLPCN 94, VLA-4 inh -2, AGP1 TOR yeast 103, MEP2 TOR yeast 102, CR mimetic SO 91, CIT2-GFP yeast 110 and RPL19A-GFP yeast 104.
`O=C(O)CCn1c(=O)[nH]c(=O)n(CCC(=O)O)c1=O` gave GRK2 aptamer HTS 0, LAP4-GFP MLPCN 97, VLA-4 inh -2, AGP1 TOR yeast 107, MEP2 TOR yeast 104, CR mimetic SO 86, CIT2-GFP yeast 113 and RPL19A-GFP yeast 103.
Screening Cc1ccc(CC2CC(=O)N(C(Cc3ccccc3)C(=O)O)C2=O)cc1 (stereo not drawn) returned GRK2 aptamer HTS 0, LAP4-GFP MLPCN 104, VLA-4 inh 14, AGP1 TOR yeast 107, MEP2 TOR yeast 118, CR mimetic SO 93, CIT2-GFP yeast 112 and RPL19A-GFP yeast 100.
`CC(Oc1ccc(Cl)cc1)c1ccnc(N)n1` (stereo not drawn) gave GRK2 aptamer HTS 3, LAP4-GFP MLPCN 97, VLA-4 inh -2, AGP1 TOR yeast 99, MEP2 TOR yeast 101, CR mimetic SO 100, CIT2-GFP yeast 99 and RPL19A-GFP yeast 102.
For COc1cc(OC)cc(C(=O)NC(=S)Nc2ccc3oc(=O)ccc3c2)c1 the results were GRK2 aptamer HTS 1, LAP4-GFP MLPCN 75, VLA-4 inh -4, AGP1 TOR yeast 86, MEP2 TOR yeast 84, CR mimetic SO 86, CIT2-GFP yeast 91 and RPL19A-GFP yeast 86.
`CSCC(C)N1CCC(n2nccc2NC(=O)c2ccccc2C)CC1` (stereo not drawn) gave GRK2 aptamer HTS 4, LAP4-GFP MLPCN 85, VLA-4 inh -18, AGP1 TOR yeast 96, MEP2 TOR yeast 93, CR mimetic SO 108, CIT2-GFP yeast 134 and RPL19A-GFP yeast 95.
`CSCC[C@H](NC(=O)C(C)(C)Oc1ccc(Cl)cc1)c1nc2ccccc2[nH]1` gave GRK2 aptamer HTS 2, LAP4-GFP MLPCN 86, VLA-4 inh 4, AGP1 TOR yeast 97, MEP2 TOR yeast 102, CR mimetic SO 81, CIT2-GFP yeast 98 and RPL19A-GFP yeast 104.
For Cc1ccccc1C(=O)Nc1sc(C)c(C)c1C(=O)c1ccccc1 the results were GRK2 aptamer HTS 3, LAP4-GFP MLPCN 103, VLA-4 inh -58, AGP1 TOR yeast 100, MEP2 TOR yeast 107, CR mimetic SO 99, CIT2-GFP yeast 98 and RPL19A-GFP yeast 97.
Screening COCCCn1cnc2oc3nc4ccccc4nc3c2c1=O returned GRK2 aptamer HTS 1, LAP4-GFP MLPCN 107, VLA-4 inh -2, AGP1 TOR yeast 109, MEP2 TOR yeast 109, CR mimetic SO 105, CIT2-GFP yeast 102 and RPL19A-GFP yeast 109.
Cc1cs/c(=N\N=C\c2ccccc2)n1Cc1ccco1 was read as GRK2 aptamer HTS 0, LAP4-GFP MLPCN 100, VLA-4 inh 22, AGP1 TOR yeast 93, MEP2 TOR yeast 96, CR mimetic SO 96, CIT2-GFP yeast 80 and RPL19A-GFP yeast 95.
Screening COC(=O)[C@]1(C)CCC[C@@]2(C)C3CC[C@@]4(C)C[C@]3(CC[C@H]12)C[C@H]4O (stereo partly drawn) returned GRK2 aptamer HTS 0, LAP4-GFP MLPCN 106, VLA-4 inh -2, AGP1 TOR yeast 88, MEP2 TOR yeast 107, CR mimetic SO 98, CIT2-GFP yeast 92 and RPL19A-GFP yeast 99.
`COC(=O)Cn1ncc2c3ccccc3n(C)c2c1=O` gave GRK2 aptamer HTS 4, LAP4-GFP MLPCN 102, VLA-4 inh -11, AGP1 TOR yeast 94, MEP2 TOR yeast 100, CR mimetic SO 91, CIT2-GFP yeast 96 and RPL19A-GFP yeast 95.
`CCn1cc(C(=O)O)c(=O)c2cc(F)c(N3CCN(C(=S)NC(=O)c4ccccc4Br)CC3)cc21` gave GRK2 aptamer HTS 0, LAP4-GFP MLPCN 94, VLA-4 inh -2, AGP1 TOR yeast 96, MEP2 TOR yeast 103, CR mimetic SO 89, CIT2-GFP yeast 103 and RPL19A-GFP yeast 104.
Cc1cc(C(=O)N2CCN(Cc3ccc4c(c3)OCO4)CC2)on1 was read as GRK2 aptamer HTS 0, LAP4-GFP MLPCN 93, VLA-4 inh 22, AGP1 TOR yeast 94, MEP2 TOR yeast 98, CR mimetic SO 94, CIT2-GFP yeast 107 and RPL19A-GFP yeast 101.
CCOC(=O)N1CCN(C(=O)c2cc(-n3cnnc3)ccc2Cl)CC1 was read as GRK2 aptamer HTS 0, LAP4-GFP MLPCN 94, VLA-4 inh 4, AGP1 TOR yeast 96, MEP2 TOR yeast 96, CR mimetic SO 99, CIT2-GFP yeast 95 and RPL19A-GFP yeast 96.
O=C(CSc1ncnc2nc[nH]c12)N1CCN(c2ccc(Cl)cc2)CC1 was read as GRK2 aptamer HTS 4, LAP4-GFP MLPCN 103, VLA-4 inh 3, AGP1 TOR yeast 103, MEP2 TOR yeast 108, CR mimetic SO 101, CIT2-GFP yeast 86 and RPL19A-GFP yeast 103.
`CC1CCN(c2nnc(-c3ccccc3)c3ccccc23)CC1` gave GRK2 aptamer HTS 0, LAP4-GFP MLPCN 98, VLA-4 inh -4, AGP1 TOR yeast 101, MEP2 TOR yeast 102, CR mimetic SO 88, CIT2-GFP yeast 100 and RPL19A-GFP yeast 106.
For Cc1ccc2oc(C(Cl)(Cl)Cl)cc(=O)c2c1 the results were GRK2 aptamer HTS 2, LAP4-GFP MLPCN 100, VLA-4 inh 23, AGP1 TOR yeast 26, MEP2 TOR yeast 172, CR mimetic SO 100, CIT2-GFP yeast 99 and RPL19A-GFP yeast 64.
CC(C)N(Cc1ccccc1)C(=O)COC(=O)c1cnccn1 was read as GRK2 aptamer HTS 2, LAP4-GFP MLPCN 89, VLA-4 inh -3, AGP1 TOR yeast 91, MEP2 TOR yeast 95, CR mimetic SO 100, CIT2-GFP yeast 85 and RPL19A-GFP yeast 99.
Screening Cc1nn(Cc2c(F)cccc2Cl)c(C)c1NC(=O)C1CC1 returned GRK2 aptamer HTS 2, LAP4-GFP MLPCN 98, VLA-4 inh 6, AGP1 TOR yeast 105, MEP2 TOR yeast 107, CR mimetic SO 89, CIT2-GFP yeast 99 and RPL19A-GFP yeast 103.
Screening Cc1cc(NC(=O)CSc2ccc3nnc(-c4ccc(Cl)cc4)n3n2)no1 returned GRK2 aptamer HTS 3, LAP4-GFP MLPCN 101, VLA-4 inh -1, AGP1 TOR yeast 102, MEP2 TOR yeast 108, CR mimetic SO 110 and RPL19A-GFP yeast 110.
`Cc1ccc(NCC(=O)N/N=C/c2ccncc2)cc1` gave GRK2 aptamer HTS 3, LAP4-GFP MLPCN 107, VLA-4 inh 11, AGP1 TOR yeast 95, MEP2 TOR yeast 90, CR mimetic SO 99, CIT2-GFP yeast 86 and RPL19A-GFP yeast 97.
`COc1ccc(CN(C)C(=O)c2[nH]c(C)c(C(C)=O)c2C)cc1F` gave GRK2 aptamer HTS 0, LAP4-GFP MLPCN 101, VLA-4 inh 9, AGP1 TOR yeast 104, MEP2 TOR yeast 107, CR mimetic SO 95, CIT2-GFP yeast 105 and RPL19A-GFP yeast 109.
COc1ccc(C2=NS(=O)(=O)N(C)C(C(=O)N(C)Cc3ccccc3)=C2)cc1OC was read as GRK2 aptamer HTS 1, LAP4-GFP MLPCN 102, VLA-4 inh 8, AGP1 TOR yeast 102, MEP2 TOR yeast 104, CR mimetic SO 97, CIT2-GFP yeast 96 and RPL19A-GFP yeast 100.
For CCOc1ccc(C2C(C(=O)c3ccc(C)o3)=C(O)C(=O)N2CCCN(CC)CC)cc1 (stereo not drawn) the results were GRK2 aptamer HTS 0, LAP4-GFP MLPCN 102, VLA-4 inh 5, AGP1 TOR yeast 102, MEP2 TOR yeast 100, CR mimetic SO 116, CIT2-GFP yeast 100 and RPL19A-GFP yeast 101.
`CCN(c1ccc(OC)cc1)S(=O)(=O)c1ccc(-c2ccc(=O)[nH]n2)o1` gave GRK2 aptamer HTS 1, LAP4-GFP MLPCN 91, VLA-4 inh 2, AGP1 TOR yeast 99, MEP2 TOR yeast 92, CR mimetic SO 95, CIT2-GFP yeast 99 and RPL19A-GFP yeast 96.
Screening Cc1ccc(CNS(=O)(=O)c2ccccc2[N+](=O)[O-])cc1 returned GRK2 aptamer HTS 4, LAP4-GFP MLPCN 102, VLA-4 inh 3, AGP1 TOR yeast 98, MEP2 TOR yeast 93, CR mimetic SO 99, CIT2-GFP yeast 96 and RPL19A-GFP yeast 99.
O=C(O)CC1(CC(=O)Nc2ccc3ccccc3c2)CCCCC1 was read as GRK2 aptamer HTS 2, LAP4-GFP MLPCN 90, VLA-4 inh 0, AGP1 TOR yeast 101, MEP2 TOR yeast 99, CR mimetic SO 116, CIT2-GFP yeast 110 and RPL19A-GFP yeast 98.
For CNC(=S)NNC(=O)c1ccc(=O)n(Cc2cccc(C(F)(F)F)c2)c1 the results were GRK2 aptamer HTS 0, LAP4-GFP MLPCN 100, VLA-4 inh -7, AGP1 TOR yeast 99, MEP2 TOR yeast 104, CR mimetic SO 92, CIT2-GFP yeast 104 and RPL19A-GFP yeast 101.
CN(C(=O)COC(=O)c1cc(=O)[nH]c2ccccc12)c1ccccc1 was read as GRK2 aptamer HTS 0, LAP4-GFP MLPCN 91, VLA-4 inh 4, AGP1 TOR yeast 98, MEP2 TOR yeast 102, CR mimetic SO 119, CIT2-GFP yeast 103 and RPL19A-GFP yeast 105.
For O=C(Cc1c(F)cccc1Cl)Nc1ccc(S(=O)(=O)NCC2CCCO2)cc1 (stereo not drawn) the results were GRK2 aptamer HTS 6, LAP4-GFP MLPCN 101, VLA-4 inh 14, AGP1 TOR yeast 104, MEP2 TOR yeast 98, CR mimetic SO 108, CIT2-GFP yeast 104 and RPL19A-GFP yeast 97.
